Salmonella PhoP GFP: PhoP regulon inhibitors, Salmonella typhi PhoP promoter GFP reporter, confirmatory (AID 1850). inhibition, % at 50 µM, or IC50 in µM where a hit was titrated. 310,000 compounds, 0.33% hits. Salmonella Typhi PhoP-promoter GFP reporter, fluorescence, 4 h; higher % means a stronger effect; in the data active = a potency from the dose series; inconclusive = inhibition mostly from about 25% at the one dose, without a potency; inactive = the rest, 99 in 100 with inhibition below about 19%;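 also: 0% = induced wells with vehicle and 100% = uninduced wells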
inhibitors of VEEV: inhibitors of VEEV TC-83 cytopathic effect, confirmation, Vero cells (AID 588727) | Vero cells, VEEV TC-83 cytopathic effect inhibition; higher % means a stronger effect | inhibition, % at 20 µM, or IC50 in µM where a hit was titrated | 350,000 compounds, 0.13% hits; in the data active = a potency from the dose series; inconclusive = inhibition mostly from about 14% at the one dose, without a potency; inactive = the rest, 99 in 100 with inhibition below about 12%; also: strong numbers were not always called active
H37Rv inhibition: M. tuberculosis growth inhibition, HTS (AID 449762). M. tuberculosis H37Rv growth inhibition, 7H9 media; higher % means a stronger effect. inhibition, % at 25 µM, or IC50 in µM where a hit was titrated. 330,000 compounds, 0.59% hits; in the data active = a potency from the dose series; inconclusive = inhibition above about 70% without an active follow-up result;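 also: bacterial growth assessed after seven days of incubation; strong numbers were not always called active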
tuberculosis growth: growth inhibition of non-replicating M. tuberculosis (AID 488890). inhibition, % at 25 µM, or IC50 in µM where a hit was titrated. 320,000 compounds, 0.39% hits. Mycobacterium tuberculosis non-replicating, growth inhibition; higher % means a stronger effect; in the data active = a potency from the dose series; inconclusive = inhibition mostly from about 82% at the one dose, without a potency; inactive = the rest, 99 in 100 with inhibition below about 76%;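 also: plate controls were DMSO cells for no effect and high antibiotic wells for full effect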
influenza NS1A: NS1A inhibition, H1N1 influenza, cell based functional assay (AID 504329). NS1A functional cell-based assay, percent inhibition; higher % means a stronger effect. one-dose inhibition, % at 12.5 µM; IC50 in µM for titrated hits. 340,000 compounds, 0.3% hits; in the data active = a potency from the dose series; inconclusive = inhibition above about 27% without an active follow-up result; also: strong numbers were not always called active
inhibitors of VEEV 10K pilot screen: further read-out of inhibitors of VEEV, marked with its call; inhibition, %; measured here: 10K pilot screen inhibition
* = called active by the depositor; i = inactive; ? = inconclusive; nt = not tested or not shown.

Start of the data: the first five entries, to show the layout:
SMILES	Salmonella PhoP GFP	inhibitors of VEEV	H37Rv inhibition	tuberculosis growth	influenza NS1A	others
CCCCn1c(=O)nc2n(-c3ccccc3)c3ccccc3cc-2c1=O	-9.7%	i	-12.7%	-8.0%	7.7%
Nc1cc(N)c2c(c1)C(=O)c1ccccc1-2	nt	0.9%	nt	nt	-4.8%
Oc1cc(O)cc(/C=C/c2ccc(O)cc2O)c1	nt	1.0%	-6.4%	0.4%	7.0%
COC(=O)c1c(NC(=O)CN2CCN(c3ccccc3OC)CC2)c2cc(C)ccc2n1C	-11.0%	1.9%	1.6%	9.2%	2.7%
O=S(=O)(CC(O)COc1ccccc1Cl)c1ccccc1 (centres undefined)	-1.6%	7.9%	-7.0%	9.6%	-4.5%

The listing, repeating the preview:
SMILES	Salmonella PhoP GFP	inhibitors of VEEV	H37Rv inhibition	tuberculosis growth	influenza NS1A	others
CCCCn1c(=O)nc2n(-c3ccccc3)c3ccccc3cc-2c1=O	-9.7%	i	-12.7%	-8.0%	7.7%
Nc1cc(N)c2c(c1)C(=O)c1ccccc1-2	nt	0.9%	nt	nt	-4.8%
Oc1cc(O)cc(/C=C/c2ccc(O)cc2O)c1	nt	1.0%	-6.4%	0.4%	7.0%
COC(=O)c1c(NC(=O)CN2CCN(c3ccccc3OC)CC2)c2cc(C)ccc2n1C	-11.0%	1.9%	1.6%	9.2%	2.7%
O=S(=O)(CC(O)COc1ccccc1Cl)c1ccccc1 (centres undefined)	-1.6%	7.9%	-7.0%	9.6%	-4.5%
C[C@@H](CC#N)CN1CC[C@H](C(C)(C)C)CCC1=O	8.7%	0.2%	-4.0%	-9.2%	0.7%
Cn1c(=O)c(=O)n(C)c2cc(S(=O)(=O)N3CCN(c4ccccc4F)CC3)ccc21	-4.2%	i	0.0%	-13.0%	1.4%	inhibitors of VEEV 10K pilot screen=0.8
O=C(CSc1ccccc1)Nc1ccc(S(=O)(=O)NCC2CCCO2)cc1 (centres undefined)	1.2%	0.6%	-4.5%	3.1%	0.1%
O=C(Nc1nncs1)c1cccc(S(=O)(=O)N2CCOCC2)c1	-12.7%	2.6%	8.0%	6.5%	-10.8%
COC(=O)c1ccc(/C=N/NC(=O)CNc2cccc(C)c2)cc1	6.6%	0.5%	0.1%	13.8%	nt
Cc1ccc(C)c(NC(=S)N2CCC(NC(=O)c3ccc(F)cc3)CC2)c1	13.9%	0.5%	-6.6%	-7.4%	-5.5%
O=C(c1ccc(Cl)cc1Cl)N1CCc2ccccc21	7.7%	i	9.5%	28.0%	-6.4%
COc1ccc(Cl)cc1NC(=O)CSc1nnc(CNC(=O)c2cccs2)o1	4.1%	0.0%	1.0%	24.1%	-2.1%
CC(C)Cc1ccc(CN2CCCC(NC(=O)CCN3CCCO3)C2)cc1 (centres undefined)	2.9%	1.1%	7.1%	42.8%	-3.6%
CCCCCCn1c(N(CC)CC)nc2c1c(=O)[nH]c(=O)n2C	-12.1%	1.2%	2.6%	17.7%	10.2%
CCn1nc(C(=O)Nc2ccc(Cl)c(S(=O)(=O)N3CCOCC3)c2)c2ccccc2c1=O	nt	9.1%	nt	nt	1.2%
O=C(N/N=C\c1cccc([N+](=O)[O-])c1O)C1COc2ccccc2O1 (centres undefined)	27.4µM*	0.5%	0.4%	?	20.4%
Fc1ccc(-c2nc3ccccc3c3nc4ccccc4n23)cc1	-11.6%	1.3%	-8.5%	6.9%	2.2%
Cc1cc(C)nc(SCc2cc(=O)c(OC(=O)c3ccc(S(=O)(=O)N(C)C)cc3)co2)n1	4.7%	1.4%	-6.5%	4.7%	-2.8%
CC1CC(=O)c2cn3c(nc2C1)nc1ccccc13 (centres undefined)	-2.9%	2.4%	-1.3%	-3.5%	-2.5%
COc1ccc(N2C(=O)[C@H]3CCC=C[C@H]3[C@@H]2c2ccccc2Br)cc1	nt	1.1%	nt	nt	3.6%
NS(=O)(=O)CCCc1ccccc1	-8.0%	i	-4.7%	-0.1%	10.1%	inhibitors of VEEV 10K pilot screen=0.5
CSc1nc(N)c2cn[nH]c2n1	nt	0.6%	nt	nt	-20.0%
CC1CCCN(C(=O)CSCC(=O)Nc2nc(-c3cccs3)cs2)C1 (centres undefined)	6.5%	0.6%	-10.1%	26.8%	3.9%
COCCNC(=O)NC(=O)COC(=O)c1ccc2[nH]c3c(c2c1)CCCC3	0.2%	1.3%	14.7%	2.2%	9.7%
SMILES	Salmonella PhoP GFP	inhibitors of VEEV	H37Rv inhibition	tuberculosis growth	influenza NS1A	others
Cc1ccc(NC(=O)NN2CCN(C)CC2)cc1C	-3.0%	0.3%	-1.6%	-8.0%	1.4%
COc1ccc([N+](=O)[O-])c(O)c1C(C)=O	nt	3.2%	nt	nt	-1.4%
COC(=O)COC(=O)c1ccc(Oc2nc(OC)nc(N(C)C)n2)cc1	-4.2%	i	-1.9%	-1.4%	-1.4%
CCN(CC)C(=O)c1sc2[nH]c(=S)n(-c3ccccc3)c(=O)c2c1C	-12.9%	0.7%	-5.4%	-33.4%	2.9%
NC(=O)C1(NC2CCCCC2)CCN(Cc2ccccc2)CC1	nt	7.8%	nt	nt	0.0%
CNC(=O)N1CCC(C(=O)c2c(C)c(C)c(C)c(C)c2C)CC1	-3.4%	i	-4.9%	-5.8%	-7.1%
C=CCCOc1ccccc1C(N)=O	-1.8%	0.5%	-1.1%	-14.8%	-2.6%
CC1C(C)N(C(=O)CCCl)c2ccccc2N1C(=O)CCCl (centres undefined)	nt	i	nt	nt	-1.5%
Cc1cccc(NC2=NC(=S)N(CC#N)C23CCCCC3)c1	-3.7%	1.4%	-4.4%	2.6%	-1.4%
O=C(Cn1c(=O)oc2ccccc21)N1CCCCC1	-4.5%	0.0%	-7.2%	nt	25.5%
COc1ccc2nc(SCC(=O)NC3(C#N)CCCCC3)[nH]c2c1	-2.1%	8.3%	-1.1%	-1.2%	-1.3%
COC(=O)c1ccc([C@H]2C=C(C(=O)O)O[C@@H](OCc3ccc(CO)cc3)C2)cc1	-29.7%	0.4%	2.3%	-10.3%	3.4%
Cc1cccc(NC(=O)Cn2c(=O)oc3ccccc32)c1	3.0%	1.7%	-8.2%	-15.2%	5.8%
O=C(NC1CC(=O)c2sccc21)c1ccc(Cl)cc1Cl (centres undefined)	6.7%	i	-4.6%	-5.7%	-1.7%
Cc1ccccc1NS(=O)(=O)c1cc(OCC(N)=O)c(C)cc1Cl	-1.9%	2.0%	-3.4%	-1.7%	-9.0%
CCCn1c(SCc2ccc(C(=O)OC)o2)nc2ccccc2c1=O	-2.1%	i	0.3%	7.2%	-8.0%
CC(=O)Nc1ccc(S(=O)(=O)NNC(=O)COc2ccc(C(C)(C)C)cc2)cc1	-0.1%	2.7%	8.5%	19.1%	3.9%
O=C(Nc1nc(-c2ccc3c(c2)OCO3)cs1)C1COc2ccccc2O1 (centres undefined)	-2.4%	2.0%	-4.1%	2.6%	6.2%
CCCCCCCCC(=O)O	9.7%	nt	-6.0%	-7.9%	nt
O=C(Cn1c(=O)oc2ccccc21)N1CCN(c2ccccc2)CC1	-3.9%	i	-4.9%	-1.3%	5.4%
Cc1cc(C)c(-c2csc(NC(=O)CCCc3nc4ccccc4c(=O)[nH]3)n2)c(C)c1	2.5%	6.8%	-2.8%	67.2%	-1.9%
CC(CC(=O)O)C(=O)c1ccc(Cl)c([N+](=O)[O-])c1 (centres undefined)	-5.2%	1.0%	0.8%	-4.4%	0.6%
CCC(=O)Nc1cc(C(=O)O)ccc1Sc1ccccc1	11.8%	0.4%	1.0%	4.0%	-19.5%
CNC[C@H]1Oc2ccc(NC(=O)Nc3ccccc3)cc2CC(=O)N([C@H](C)CO)C[C@H]1C	nt	0.1%	11.2%	-10.0%	4.7%
CCOC(=O)N1CCC(NC(=O)c2ccc(CS(=O)(=O)c3ccc(OC)cc3)o2)CC1	-10.2%	i	-3.1%	7.6%	-5.1%

Ordered by count of non-hydrogen atoms (descending): some entries from above.
SMILES	Salmonella PhoP GFP	inhibitors of VEEV	H37Rv inhibition	tuberculosis growth	influenza NS1A	others
CNC[C@H]1Oc2ccc(NC(=O)Nc3ccccc3)cc2CC(=O)N([C@H](C)CO)C[C@H]1C	nt	0.1%	11.2%	-10.0%	4.7%
O=C(Cn1c(=O)oc2ccccc21)N1CCN(c2ccccc2)CC1	-3.9%	i	-4.9%	-1.3%	5.4%
CCC(=O)Nc1cc(C(=O)O)ccc1Sc1ccccc1	11.8%	0.4%	1.0%	4.0%	-19.5%

The list continues.
SMILES	Salmonella PhoP GFP	inhibitors of VEEV	H37Rv inhibition	tuberculosis growth	influenza NS1A	others
COCC1CCN(Cc2cn[nH]c2-c2cc3ccccc3o2)C1 (centres undefined)	-5.3%	0.6%	32.1%	29.7%	-0.6%
CC(=O)Nc1ccccc1C(=O)C(=O)Nc1ccc(C(=O)NCC2CCCO2)cc1 (centres undefined)	9.2%	2.8%	0.7%	-10.7%	7.7%
O=C(N/N=C/c1cccc(O)c1)c1ccc(COc2cccc3cccnc23)cc1	-10.8%	0.3%	-6.0%	18.2%	2.3%
CCn1cnc2c1c(=O)n(CC(=O)Nc1ccc(C(N)=O)cc1)c(=O)n2Cc1ccccc1	12.5%	0.4%	-1.6%	-3.4%	-21.4%
CCOC(=O)C1CCCN(C(=O)c2cc(-c3ccccc3)on2)C1 (centres undefined)	6.4%	0.5%	12.6%	20.8%	-1.2%
COc1ccccc1OCC(=O)N1CCNC1=O	1.2%	1.2%	-4.2%	nt	-3.5%
O=C(NCCSC1CCCCC1)c1ccccc1	-6.9%	i	-5.3%	?	2.1%
O=C(O)c1ccc(NC(CSCc2cccc(F)c2)C(=O)O)c([N+](=O)[O-])c1 (centres undefined)	-7.1%	i	2.1%	-2.1%	0.2%
CC1CN(CN2C(=O)c3ccccc3C2=O)CC(C)O1 (centres undefined)	0.2%	i	8.1%	-12.0%	-4.1%
CCCN(CCC)S(=O)(=O)c1ccc(N2CCCC2=O)c([N+](=O)[O-])c1	-3.8%	0.2%	6.1%	18.4%	-7.6%
COc1cc(-c2nc3n(n2)C(c2cccc(OC)c2OC)C2=C(CCCC2=O)N3)cc(OC)c1OC (centres undefined)	12.4%	i	-5.2%	0.3%	-8.6%
CCN(CC)c1ccc2c(c1)OC(N)=C(C#N)C2c1cccnc1 (centres undefined)	-129.8%	7.0%	-3.4%	nt	-7.0%
Nc1ccc(OCc2ccco2)cc1	-9.2%	1.1%	92.6%	72.6%	9.9%
Cc1ccc(OCC(=O)Sc2ccc(C)cc2)cc1	9.9%	1.6%	2.5%	77.8%	6.5%
CC(C)c1onc(C(=O)NCc2ccccn2)c1[N+](=O)[O-]	-0.3%	0.2%	-2.7%	20.1%	-2.3%
O=C(CCN1C(=O)C2C3C=CC(C4CC34)C2C1=O)Oc1ccc(Br)cc1 (centres undefined)	1.5%	0.1%	3.1%	?	4.3%
C=CCn1c(O)c(C(C)=NCCN2CCOCC2)c(=O)[nH]c1=O	1.3%	i	-4.1%	4.0%	2.4%
CCC(=O)Nc1nnc(S(=O)(=O)N2CCCc3ccccc32)s1	-9.9%	2.8%	-1.5%	nt	-5.3%
Cc1csc(NC(=O)c2c(-c3ccccc3)noc2C)n1	2.9%	0.9%	16.8%	22.1%	-7.3%
O=C(CCN1C(=O)/C(=C\c2ccccc2Cl)SC1=S)Nc1cccnc1	-11.0%	6.8%	2.8%	-0.3%	-11.5%
COc1ccc(C)cc1-n1nnnc1SCC(=O)NC1CCS(=O)(=O)C1 (centres undefined)	nt	2.6%	-0.1%	-8.7%	-4.8%
COc1ccc(N2C(=O)[C@@H]3[C@H](C2=O)[C@H]2c4ccccc4C=CN2[C@@H]3C(C)=O)cc1	-15.7%	1.9%	-14.2%	11.6%	-0.6%
O=C(CCS(=O)(=O)c1ccccc1)N1CCN(c2ccccc2)CC1	2.9%	0.2%	-4.4%	14.7%	7.9%
CCCCS(=O)CC(O)COc1ccc(C(C)(C)C)cc1 (centres undefined)	-8.2%	i	0.9%	7.8%	2.0%
CCN(CC)c1ccc(/C=N/N2CCN(Cc3ccccc3Cl)CC2)cc1	-8.3%	1.8%	-5.2%	1.6%	18.8%
CC(=O)c1ccc(NC(=O)c2ccc(S(=O)(=O)c3ccccc3)cc2)cc1	3.4%	2.0%	3.2%	-3.7%	-13.4%
Cc1cccc(C)c1NC(=O)CN(C)C(=O)c1ccc(COc2ccccc2)cc1	-2.1%	7.0%	11.8%	30.7%	1.7%
O=C(Cc1ccc(-c2ccccc2)cc1)NCCN1CCOCC1	2.6%	i	4.3%	10.6%	16.4%
COc1ccc2c(c1)c([C@@H]1[C@H](C)[C@H]3CCCC[C@H]3CN1S(=O)(=O)c1ccc(C)cc1)cn2C	nt	i	nt	nt	-8.5%
CCOC(=O)c1cnc2c(Cl)cccc2c1NCCN(C)C	2.5%	0.4%	2.0%	1.3%	5.7%

Bioassay records: PubChem, Southern Research Specialized Biocontainment Screening Center
